Bioassay records (PubChem BioAssay)
sgs1 mgt1: NCI yeast anticancer drug screen, S. cerevisiae sgs1 mgt1 strain; % growth inhibition at 50 µM; 78,000 compounds, 10% hits;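 further: 0% = growth of vehicle-only cultures of the same strain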
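Mutant yeast exposed to compound; growth scored against vehicle-only wells.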
yeast bub3: NCI yeast anticancer drug screen, S. cerevisiae bub3 mutant strain. % growth inhibition at 50 µM. AID 167. 78,000 compounds, 9.9% hits;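 further: 0% = growth of vehicle-only cultures of the same strain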
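Yeast carrying a defined mutation is treated with each compound, and growth is compared with that of vehicle-exposed cells to give inhibition.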
cln2 rad14: NCI yeast anticancer drug screen, S. cerevisiae cln2 rad14 strain; 78,000 compounds, 8.3% hits; growth inhibition, % at 50 µM;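 further: 0% = growth of vehicle-only cultures of the same strain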
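Test compounds were added to cln2 rad14 yeast cultures; inhibition of growth was then determined by comparison with vehicle treatment.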
yeast mec2-1: NCI yeast anticancer drug screen, S. cerevisiae mec2-1 strain. AID 157. 79,000 compounds, 9% hits. growth inhibition, % at 50 µM;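 further: 0% = growth of vehicle-only cultures of the same strain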
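Each compound was tested on mec2-1 yeast, a strain altered in DNA damage repair or cell cycle control. Growth inhibition is reported relative to vehicle.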
yeast rad50: NCI yeast anticancer drug screen, S. cerevisiae rad50 strain; % growth inhibition at 50 µM; 79,000 compounds, 10% hits; AID 155;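 further: 0% = growth of vehicle-only cultures of the same strain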
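DNA repair mutant yeast, compound exposure, growth read-out; inhibition is taken relative to vehicle.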
yeast mlh1 rad18: NCI yeast anticancer drug screen, S. cerevisiae mlh1 rad18 strain; growth inhibition, % at 50 µM; 79,000 compounds, 11% hits;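 further: 0% = growth of vehicle-only cultures of the same strain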
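Compound-treated yeast growth, normalised to vehicle controls. Strain bears defined DNA repair mutations.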
* marks the source's active call; other numbers are inactive results. No stated cut-off is given here; in the data, active means growth inhibition above about 70%; inactive means the rest.

| item | SMILES | yeast mlh1 rad18 | yeast rad50 | cln2 rad14 | sgs1 mgt1 | yeast bub3 | yeast mec2-1 |
| --- | --- | --- | --- | --- | --- | --- | --- |
| 1 | C=CCOC(=O)CCC(CCC(=O)OCC=C)C(C)=O | -11.5 | -25.4 | -9.6 | 0.6 | 4.1 | -19.4 |
| 2 | C/C(=N\O)c1cccc[n+]1Cc1ccccc1 | -3.6 | 12.2 | -21.6 | -15.8 | 17.8 | 12.7 |
| 3 | COC(=O)C1Cc2cc3c(cc2C1=O)CCCC3 (centres undefined) | 14.7 | 4.0 | 11.5 | 35.0 | 16.9 | 8.6 |
| 4 | N#CC(C(=O)/C(=N\Nc1nc(=S)[nH]n1N)C(C#N)c1ccc(Cl)cc1)c1ccc(Cl)cc1 (centres undefined) | -5.0 | -13.3 | 4.5 | -28.6 | -4.4 | -10.0 |
| 5 | NC(=O)c1ccccc1NC(=O)C(=O)C(C(=O)c1ccc2ccccc2c1)C1OC(=O)c2ccccc21 (centres undefined) | 9.2 | 0.7 | -44.6 | 10.6 | 15.4 | -2.1 |
| 6 | N=c1c2ccccc2ncn1-c1ccccc1 | -20.2 | 1.4 | -8.3 | -20.7 | -5.7 | 22.9 |
| 7 | CN(C)CCCCCNc1c2ccccc2nc2cccc([N+](=O)[O-])c12 | 87.7* | 90.0* | 92.3* | 89.2* | 89.0* | 91.2* |
| 8 | O=C(/C=C(\O)C(=O)O)/C=C(\O)c1ccc(Cl)cc1 | -31.5 | -15.7 | -10.4 | -27.4 | -23.8 | 0.7 |
| 9 | CN1CCc2ccccc2/C(=C(/O)c2ccccc2)C1=O | 10.1 | 28.8 | 24.9 | 12.3 | 13.3 | 7.2 |
| 10 | CC(C)(C)NCC(CN1CCOCC1)C(=O)c1ccccc1 (centres undefined) | 90.2* | 48.5 | 52.6 | 57.0 | 74.2* | 70.1* |
| 11 | Nc1cccc(NC=O)c1 | 14.5 | 19.2 | -30.5 | 1.3 | 1.2 | 20.9 |
| 12 | N#CC1C(=O)NC(=S)NC1c1ccc2c(c1)CCC2 (centres undefined) | 4.1 | -12.9 | -18.8 | -22.9 | -7.2 | -6.7 |
| 13 | C=C/C(=N\Nc1ccc([N+](=O)[O-])cc1[N+](=O)[O-])c1ccc(OC)cc1 | 2.5 | 8.2 | -43.6 | 17.4 | -7.6 | -2.2 |
| 14 | N#CCCn1nc(SC2CCCCC2)c(=O)[nH]c1=O | 4.3 | -4.0 | 32.3 | 2.5 | 4.8 | 1.9 |
| 15 | Nc1ccc(Cl)cc1Cl | -21.3 | -28.3 | -34.0 | -33.5 | -0.1 | -7.1 |
| 16 | NC(=O)COc1ccc(Cl)cc1Cl | 20.0 | 16.6 | -0.4 | 28.4 | 5.7 | -0.5 |
| 17 | CCCCCC(=O)NCc1ccccc1 | -9.4 | -12.2 | -1.6 | 11.5 | -15.2 | 13.7 |
| 18 | O=S(=O)(Cc1nc2ccccc2[nH]1)Cc1nc2ccccc2[nH]1 | 9.3 | -3.4 | -7.2 | 14.8 | 5.0 | 4.2 |
| 19 | CCOC(=O)c1c(C)c2c(n1C)CCc1sc(N)nc1-2 | 90.2* | 96.0* | 43.3 | 98.3* | 96.7* | 96.8* |
| 20 | Clc1cccc(C(Nc2nncs2)Nc2nncs2)c1Cl | 55.3 | 51.1 | -2.6 | 66.5 | -20.6 | 20.7 |
| 21 | O=C1NC(=O)/C(=C\c2ccc(OCc3ccccc3)c(OCc3ccccc3)c2)N1 | 32.5 | 45.0 | -2.2 | 29.7 | 2.3 | 5.7 |
| 22 | CCN(CC)CCCC(C)Nc1cc(C)nc(Nc2nc3cc(Cl)c(Cl)cc3[nH]2)n1 (centres undefined) | 95.8* | 96.8* | 56.2 | 97.4* | 83.9* | 94.1* |
| 23 | CN1CCC(O)(C[N+](=O)[O-])CC1 | 3.5 | -0.3 | -33.1 | -10.2 | -17.2 | 8.3 |
| 24 | CC(=O)CC(=O)Nc1ccccc1C | -22.7 | -5.2 | -27.4 | 2.4 | -11.2 | 6.0 |
| 25 | COc1cccc(/C=C2\SC(=S)N(/C=C(/C#N)C(N)=O)C2=O)c1O | -21.6 | -18.1 | 29.9 | -7.0 | -2.5 | 13.8 |
| 26 | C=C1CC2(CCOc3ccccc32)OC1=O (centres undefined) | 91.0* | 80.5* | 18.6 | 95.0* | 88.3* | 89.1* |
| 27 | Cc1ccsc1/C=N/NC1=NCCN1 | -14.7 | -20.6 | 7.7 | -10.4 | -15.2 | -11.7 |
| 28 | Cc1nc2c(cc1C#N)C(Nc1ccc(Cl)cc1)Oc1ccc([N+](=O)[O-])cc1-2 (centres undefined) | -7.5 | -4.6 | -32.2 | 0.5 | -36.5 | -12.3 |
| 29 | C=CC[P+](Cc1cccc(OC)c1)(c1ccccc1)c1ccccc1 | 13.4 | 52.4 | -32.6 | 14.9 | 22.2 | 23.7 |
| 30 | COC1=C(c2ccccc2)P(=O)(Cc2ccccc2)C2CCCC12 (centres undefined) | -17.3 | 5.0 | 7.6 | 35.9 | 21.4 | 21.4 |
| 31 | CCCCCCCCCCCCCCCCCC(=O)CS(C)(=O)=O | -12.5 | -13.4 | -43.6 | -5.8 | -36.9 | -4.5 |
| 32 | C[n+]1c(-c2ccc(/C=N/NC(=O)C(=O)N/N=C/c3ccc(-c4cn5ccccc5[n+]4C)cc3)cc2)cn2ccccc21 | 89.5* | 89.8* | 84.7* | 88.6* | 91.0* | 92.1* |
| 33 | C=CCOC(=O)CCC(=O)OCC=C | -4.3 | 3.5 | -15.4 | -4.7 | 5.8 | 6.2 |
| 34 | CCCCNC(=O)c1ccccc1C | 1.4 | 4.8 | -34.9 | -6.7 | 2.2 | 4.7 |
| 35 | CC(C)=CCC/C(C)=C/CC/C(C)=C/CC/C(C)=C/CC/C(C)=C/CC/C(C)=C/CC/C(C)=C/CC/C(C)=C/CC/C(C)=C/CO | -71.3 | -4.7 | 38.5 | -0.8 | -73.8 | 3.6 |
| 36 | CC(C)(C)NCCS | -12.8 | -17.1 | 3.0 | -32.4 | -19.9 | -34.9 |
| 37 | COc1ccc(Cl)cc1N=Cc1cccc([N+](=O)[O-])c1 | 25.9 | 5.9 | 1.8 | 25.6 | 6.7 | 14.1 |
| 38 | Cc1c(C(=O)O)nc(/C=C/C(=O)O)[nH]c1=O | -2.0 | -15.1 | 29.3 | -39.7 | -36.7 | -32.9 |
| 39 | Cc1cc(N(CCC#N)CCC#N)ccc1N=Nc1ccc(C(=O)O)cc1 | -25.0 | -30.9 | -1.1 | -13.7 | -2.9 | -34.6 |
| 40 | C/C(=N\O)C(=O)c1ccc(Br)cc1 | -2.9 | 4.0 | -19.7 | 13.8 | -22.8 | -1.9 |
| 41 | C(=C\N1CCCCC1)/c1nnnn1-c1ccccc1 | 72.7* | 34.5 | 11.8 | 71.9* | 54.6 | 54.1 |
| 42 | CCC(C)[C@H]1C(=O)N=C(N)N1C(=O)OCc1ccccc1 (some centres undefined) | -36.3 | -0.6 | -30.9 | -3.1 | -2.6 | 1.8 |
| 43 | CC(=O)O[C@@H]1CO[C@H]2O[C@H]3[C@@H](C(C=O)=C[C@H](O)[C@@H]4C5=C(C(C)C)CC[C@]5(C)CC[C@@]34C)[C@@]2(O)C1=O | 91.7* | 92.1* | 91.0* | 92.7* | 91.3* | 92.8* |
| 44 | CC(=O)Oc1ccc2c(c1)O/C(=C\c1ccc(O)cc1)C2=O | -38.4 | -70.4 | 8.1 | -44.9 | -35.7 | -26.2 |
| 45 | OC1c2ccccc2C(O)c2c1ccc1c2CN(Cc2ccccc2)CC1 (centres undefined) | 33.2 | 5.0 | 15.1 | 1.9 | 1.3 | 8.2 |
| 46 | CC(C)C(=O)Nc1ccc(/C=C2/C=Cc3ccccc32)cc1 | 9.2 | -2.4 | -48.5 | 5.5 | -10.6 | -10.6 |
| 47 | O=C(OCC(OC(=O)c1ccccc1)C1CC(C(O)C2CCCCC2)C(=O)O1)c1ccccc1 (centres undefined) | 30.6 | 5.2 | 10.2 | 45.9 | 22.2 | 22.1 |
| 48 | CCC(=O)Oc1ccc(OC)cc1 | 23.6 | 23.1 | 29.4 | 2.9 | 3.9 | -13.4 |
| 49 | CC(C)O/N=C/c1cc(NC(=S)OC(C)C)ccc1Cl | -57.5 | 2.4 | -4.8 | 11.1 | -10.9 | -8.8 |
| 50 | CCOC(=O)Nc1nc2cc(C(=O)OCC)n(C)c2s1 | -4.7 | -5.7 | -20.9 | -3.5 | -19.0 | -6.8 |

Additional results follow.
| item | SMILES | yeast mlh1 rad18 | yeast rad50 | cln2 rad14 | sgs1 mgt1 | yeast bub3 | yeast mec2-1 |
| --- | --- | --- | --- | --- | --- | --- | --- |
| 51 | CCCCN1C(=O)C2C3C=CC(C3)C2C1=O (centres undefined) | 24.9 | 31.6 | 25.6 | 5.8 | 1.4 | 8.9 |
| 52 | O=c1[nH]cc(CNc2ccccc2)c(=O)[nH]1 | 8.5 | -5.5 | -27.8 | -9.4 | -18.2 | 4.8 |
| 53 | Nc1cccc2c1C(=O)c1cccc(Nc3ccc4c(c3)C(=O)c3ccccc3C4=O)c1C2=O | 32.9 | -3.0 | 47.9 | 5.5 | -14.2 | -2.7 |
| 54 | CCOc1ccc(N2CC(=O)N3CCCC(c4ccccc4)N3C(=O)C2)cc1 (centres undefined) | 8.6 | -23.7 | 4.9 | 13.4 | 12.1 | -10.9 |
| 55 | C(=C\c1ccc2ccc(/C=C/c3ccccc3)cc2c1)/c1ccccc1 | -17.1 | -15.2 | -26.8 | 12.1 | 8.2 | 14.7 |
| 56 | N#Cc1ccccc1-c1nc2c3c(c(N)ccc3n1)C(=O)c1ccccc1-2 | -10.7 | 0.6 | 2.6 | -13.2 | -16.3 | 0.1 |
| 57 | CCCCCC(/C=N/Nc1nc(C)cc(=O)[nH]1)=C\c1ccccc1 | 70.5* | 31.3 | 44.1 | 29.9 | 53.0 | 30.8 |
| 58 | N#C/C(=C1/c2cc([N+](=O)[O-])ccc2-c2c1cc([N+](=O)[O-])cc2[N+](=O)[O-])N1CCCCC1 | -13.7 | -25.4 | -17.8 | 2.5 | -22.8 | -5.3 |
| 59 | CCCCCCCCCCCCCCCCCCBr | 13.5 | 3.1 | 47.6 | -3.7 | 30.1 | 2.8 |
| 60 | [Fe+2].[Fe+2].c1ccc2c(c1)-c1nc-2nc2[n-]c(nc3nc(nc4[n-]c(n1)c1ccccc41)-c1ccccc1-3)c1cc3c4nc5nc(nc6[n-]c(nc7nc(nc([n-]4)c3cc21)-c1ccccc1-7)c1ccccc61)-c1ccccc1-5 | 2.4 | -6.0 | -23.0 | -14.2 | 6.8 | -18.9 |
| 61 | c1ccc(C(=C2CCC2)c2c3ccccc3cc3ccccc23)cc1 | -20.1 | -10.1 | 5.8 | -7.0 | -17.9 | 9.4 |
| 62 | CCc1cc(N)c(S(=O)(=O)O)cc1Cl | -10.4 | -24.9 | 8.3 | -14.6 | -23.8 | -11.4 |
| 63 | C/C(=N\Nc1ccc([N+](=O)[O-])cc1[N+](=O)[O-])c1sc(-n2nc(-c3ccccc3)cc2-c2ccccc2)nc1C | 79.3* | 80.0* | 61.6 | 75.3* | 79.0* | 66.0 |
| 64 | Oc1cc(CN2CCOCC2)c(O)c(CN2CCOCC2)c1CN1CCOCC1 | -3.3 | 5.2 | 27.4 | 10.3 | -1.1 | 7.5 |
| 65 | CON[N+]([O-])=NC(C)C | 21.8 | 27.6 | 11.5 | 21.6 | 17.0 | 6.3 |
| 66 | C1CCC(c2nn[nH]n2)CC1 | 1.0 | 2.3 | 11.7 | 3.2 | 8.1 | -7.0 |
| 67 | COc1ccccc1NC(=O)OCc1ccco1 | 6.8 | 2.5 | -65.2 | 28.6 | 3.4 | -6.9 |
| 68 | CCNCC(O)COc1ccc2c(c1)[n+]([O-])nc(N)[n+]2[O-] (centres undefined) | 58.8 | 61.1 | 40.9 | 62.8 | 63.0 | 70.0* |
| 69 | O=C1NC(=O)N2CC(CI)OC2C1c1ccccc1 (centres undefined) | 11.4 | 0.2 | 6.5 | 10.2 | -6.6 | 12.8 |
| 70 | CCOC(=S)SCC(=O)CSC(=S)OCC | 2.1 | 73.8* | 9.7 | 21.7 | 50.2 | 12.1 |
| 71 | O=C1N[C@H](C(=O)O)[C@@H](c2ccc(OCc3ccccc3)cc2)O1 | -14.2 | -26.5 | -9.2 | 25.0 | -7.6 | -10.3 |
| 72 | COC(=O)c1c(COC(=O)NC(C)C)c2n(c1C)CS(=O)(=O)C2 | 97.7* | 97.3* | 98.0* | 98.4* | 97.0* | 98.5* |
| 73 | CN(C)C1c2cc(Br)ccc2-c2ccc([N+](=O)[O-])cc21 (centres undefined) | -10.4 | 7.0 | 10.6 | -8.2 | 3.9 | 1.9 |
| 74 | Cc1ncc(CO)c(CO)c1OCC(O)CN1CCN(C(=O)c2ccccc2)CC1 (centres undefined) | 25.4 | 7.0 | -11.7 | 13.8 | -4.1 | 7.3 |
| 75 | CC(C)(C)COC(=O)NC1CCC2CCCCC2C1 (centres undefined) | 15.9 | 21.4 | -9.4 | 1.6 | 4.2 | 7.0 |
| 76 | COc1ccccc1NC(=O)CC(=O)N1N=C(N2c3ccccc3Sc3ccccc32)CC1c1ccccc1 (centres undefined) | -66.5 | 2.5 | 22.7 | -2.1 | 12.4 | 3.2 |
